Assay outcomes as filed in PubChem.
cytoskel mod: modifiers of F-actin cytoskeleton organization, primary screen, imaging, HUVEC, phalloidin staining, high-content imaging; HUVEC TNFa F-actin phalloidin imaging; inhibition, % at 2 µM; 91,000 compounds, 0.18% hits;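 active = inhibition above the batch mean plus 3 SD and confirmed as a hit by visual image inspection, cut at about 30% in these data, passing the limit was not always enough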; also: strong numbers were not always called active
IL1B cytotox: cytotoxicity in IL-1B stimulated HUVEC, primary screen, cytotoxicity control for IL-1B NFkB translocation project, imaging, Hoechst nuclear count, IL-1B stimulus | 94,000 compounds, 0.41% hits | AID 845, 2007 | cell count reduction, % at 2 µM | HUVEC cell count loss;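 active = cell count reduction more than 3 SD above the screen-wide mean, cut at about 70% in these data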;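 also: normalized per plate to untreated control cells as the no-loss baseline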
PLK1 inh: human PLK1 kinase inhibitors, primary screen, biochemical, TR-FRET; Serine/threonine-protein kinase PLK1 (Homo sapiens), P53350; recombinant PLK1 kinase, TR-FRET peptide phosphorylation; inhibition, % at 10 µM; 97,000 compounds, 0.53% hits; AID 619, 2007;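 active = inhibition of 50% or more in the single-concentration screen; inactive = inhibition below 50%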;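 also: 0% = DMSO max control and 100% = H-89 dihydrochloride min control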
VCAM1 TNFa inh: inhibitors of TNFa-induced VCAM1 expression, primary screen, imaging, HUVEC, TNFa stimulus, immunofluorescence | HUVEC TNFa-induced VCAM-1 immunofluorescence, high-content imaging | inhibition, % at 2 µM | 95,000 compounds, 0.48% hits | AID 802, 2007;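 active = inhibition above the batch mean plus 3 SD, with images confirmed as a hit by eye, cut at about 37% in these data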;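 also: 0% = TNF-stimulated DMSO wells and 100% = unstimulated control wells; not every result past the cut was called active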
Plk1 PBD FP: Plk1 polo box domain binding inhibitors, primary screen, biochemical, fluorescence polarization | Plk1 PBD phosphopeptide binding | 97,000 compounds, 0.13% hits | Serine/threonine-protein kinase PLK1 (Homo sapiens), P53350 | AID 693, 2007 | inhibition, %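 (tested at about 20 µM)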; in the data active = inhibition above about 34%, passing the limit was not always enough
sEH inhibitor: soluble epoxide hydrolase inhibitors, primary screen, biochemical, human sEH; 91,000 compounds, 0.34% hits; inhibition, % at 2 µM; Bifunctional epoxide hydrolase 2 (Homo sapiens), P34913; AID 707, 2007; recombinant human sEH enzymatic activity assay; in the data active = inhibition above about 80%; also: values of inactives mirror those of a sister screen read the other way; many of its hits are not listed in these tables
Target sequence (P34913 whole entry, looked up): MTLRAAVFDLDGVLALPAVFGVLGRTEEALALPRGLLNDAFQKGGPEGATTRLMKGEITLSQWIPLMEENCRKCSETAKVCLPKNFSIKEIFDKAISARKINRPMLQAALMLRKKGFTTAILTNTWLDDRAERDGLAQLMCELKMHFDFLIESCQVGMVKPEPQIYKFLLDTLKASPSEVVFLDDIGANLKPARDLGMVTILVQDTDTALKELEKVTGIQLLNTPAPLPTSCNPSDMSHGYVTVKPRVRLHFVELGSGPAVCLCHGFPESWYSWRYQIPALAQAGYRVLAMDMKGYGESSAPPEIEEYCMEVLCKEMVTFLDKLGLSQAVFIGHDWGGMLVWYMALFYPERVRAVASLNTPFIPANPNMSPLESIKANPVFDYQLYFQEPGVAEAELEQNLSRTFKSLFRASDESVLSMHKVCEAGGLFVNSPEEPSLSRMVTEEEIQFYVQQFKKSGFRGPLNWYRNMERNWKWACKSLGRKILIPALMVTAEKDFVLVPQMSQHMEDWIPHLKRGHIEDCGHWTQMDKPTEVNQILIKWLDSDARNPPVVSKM
TNFa cytotox: cytotoxicity in TNFa-stimulated HUVEC, primary screen, cytotoxicity control for VCAM1 expression modulator project, imaging, Hoechst nuclei count | HUVEC TNFalpha-stimulated, Hoechst cell count | cell count reduction, % at 2 µM | 93,000 compounds, 0.17% hits | AID 848, 2007;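 active = cell count reduction exceeding the screen mean by over 5 SD, scaled to untreated wells per plate, cut at about 78% in these data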;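 also: cells counted after 24 h of TNF alpha exposure following the 1 h pretreatment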
Ecoli WT expand: growth inhibitors of wild-type E. coli, primary screen, strain BW25113, expanded library, OD600 | OD600 absorbance | growth inhibition, % at 100 µM | 98,000 compounds, 0.15% hits;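 active = growth inhibition above about 50% at one test dose, limit read from the data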;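 also: growth measured after 20 h incubation at 37 °C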
DAT uptake mod: changed hDAT dopamine uptake under cocaine IC80, either direction, primary screen, cocaine antagonist project, cell-based, LLC-PK1 hDAT, [14C]-dopamine uptake, MLSMR | 110,000 compounds, 1.3% hits | LLC-PK1 hDAT cells, [14C]-dopamine uptake with cocaine IC80; actives deviate in either direction | B-score at 10 µM;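 active = Z score or B-score, a plate-position-corrected score, falls beyond the plate's 99.7% confidence bounds, in either direction; inactive = both scores lie inside the 99.7% bounds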;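 also: scored against the spread of the other compound wells on the same plate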
* hit, by the source's call; . = not tested or not shown.

The opening two entries, ahead of the listing:
SMILES | cytoskel mod | IL1B cytotox | PLK1 inh | VCAM1 TNFa inh | Plk1 PBD FP | sEH inhibitor | TNFa cytotox | Ecoli WT expand | DAT uptake mod
CS(=O)(=O)N1CCc2cc(S(=O)(=O)N3CCN(Cc4ccc5c(c4)OCO5)CC3)ccc21 | 3 | -9 | -8 | 20 | -35 | -4 | -15 | -11 | 0.98
CCOC(=O)c1cnc(SCc2nc(N)nc(Nc3ccccc3)n2)nc1N | 23 | -5 | -8 | 3 | 5 | -4 | -38 | 1 | 0.38

Main list, previewed entries included:
SMILES | cytoskel mod | IL1B cytotox | PLK1 inh | VCAM1 TNFa inh | Plk1 PBD FP | sEH inhibitor | TNFa cytotox | Ecoli WT expand | DAT uptake mod
CS(=O)(=O)N1CCc2cc(S(=O)(=O)N3CCN(Cc4ccc5c(c4)OCO5)CC3)ccc21 | 3 | -9 | -8 | 20 | -35 | -4 | -15 | -11 | 0.98
CCOC(=O)c1cnc(SCc2nc(N)nc(Nc3ccccc3)n2)nc1N | 23 | -5 | -8 | 3 | 5 | -4 | -38 | 1 | 0.38
O=C(NCc1cccs1)C1CCN(c2nc3ccccc3o2)CC1 | -23 | 7 | -4 | -4 | -10 | . | 33 | -10 | .
O=c1cc(N2CCc3ccccc3C2)[nH]c(=O)n1C1CCCCC1 | . | . | -12 | . | 21 | -1 | . | -12 | -0.21
CCN1C(=O)C(Cc2nc3ccccc3c(=O)n2-c2ccccc2)c2ccccc21 (stereo unspecified) | 0 | -39 | -5 | 5 | -21 | 26 | -12 | 3 | 1.5
CCOc1ccc(-n2c(SCC(=O)Nc3ccc4c(c3)OCO4)nc3ccccc3c2=O)cc1 | 4 | -5 | -14 | 11 | -12 | -6 | -5 | -4 | -0.65
CCOC(=O)CSc1nc2c(c(-c3ccc(C)o3)c1C#N)CCCC2 | -29 | 4 | -12 | -26 | -13 | 10 | . | 2 | 0.53
Cc1cc(OCC(F)(F)C(F)(F)C(F)(F)C(F)(F)C(F)(F)C(F)F)nc(N)n1 | 7 | -12 | 3 | 7 | -14 | 17 | -5 | 9 | -0.0072
CCN(CC)S(=O)(=O)c1cc(C(=O)Nc2cc(Cl)ccc2N2CCN(C)CC2)ccc1Cl | 13 | 8 | 9 | -5 | 2 | 7 | -29 | -7 | 2.9*
CC(c1ccccc1)N1CNc2c(c(=O)n(C)c(=O)n2C)C1 (stereo unspecified) | -6 | -22 | -5 | 1 | 16 | -5 | -6 | -2 | -0.42
O=C(Nc1ccc2c(c1)OCCO2)C1CCCN(S(=O)(=O)Cc2ccccc2)C1 (stereo unspecified) | 8 | -4 | -17 | 6 | 17 | -12 | 8 | -6 | 1.7
CC1(C)Cc2cccc(OCC(=O)Nc3cc(C(F)(F)F)ccc3N3CCOCC3)c2O1 | 21 | -14 | -33 | 23 | -2 | 6 | -25 | -3 | -0.019
COc1ccc(Oc2nc3ccccc3n3cccc23)cc1 | -2 | 11 | -5 | -4 | -5 | -13 | -10 | -4 | -0.43
CC(C)c1ccc(NC(=O)CCN2C(=O)c3ccc([N+](=O)[O-])cc3C2=O)cc1 | -2 | -18 | -10 | 11 | 9 | 27 | -8 | -7 | -0.67
CC1(C)Cc2c(c(N3CCOCC3)nc3snc(Br)c23)CO1 | 28 | 5 | -3 | -9 | 1 | . | -7 | 0 | 0.018
O=C(CSc1nnc(Nc2ccccc2)s1)NCc1ccco1 | 0 | 3 | -5 | 2 | 6 | 13 | -24 | -5 | 0.24
Cc1cc(Br)cc2c1NC(=O)C2(c1c(C)n(C)n(-c2ccccc2)c1=O)c1c(C)n(C)n(-c2ccccc2)c1=O | 5 | -43 | -6 | 13 | -29 | 7 | -14 | . | 0.0091
CC(C)CC(NC(=O)C(CC(C)C)NC(=O)OC(C)(C)C)C(N)=O (stereo unspecified) | -5 | 14 | -6 | -33 | -1 | -27 | 5 | . | -1.1
CCc1c(C(=O)NC2CCCC2)csc1C | -9 | 1 | -8 | 13 | -2 | -14 | -19 | -3 | 0.64
CCOc1ccc2nc(SCC(=O)NCc3ccco3)sc2c1 | 7 | 11 | -20 | -6 | 12 | 0 | -8 | 3 | 1.2
C=CCOc1nc2c(c(=O)n(C)c(=O)n2C)n1Cc1c(Cl)cccc1Cl | -14 | 3 | -9 | -8 | 6 | -15 | 1 | -2 | -0.4
COCCCn1c(SCC(=O)NCc2ccccc2)nc2ccccc2c1=O | 1 | -1 | -10 | 2 | 5 | 18 | 1 | . | -0.014
Cc1cc(C)c(S(=O)(=O)NCC23C=CC(O2)C2C(=O)N(c4ccccc4)C(=O)C23)c(C)c1 (stereo unspecified) | 23 | 11 | -2 | -12 | -26 | 0 | -8 | 1 | 0.079
COc1ccc(CCNC(=O)c2cnc3scc(C)n3c2=O)cc1OC | -9 | -25 | -4 | 7 | -7 | -1 | -14 | 0 | 0.73
Cc1ccccc1C(=O)c1c[nH]c(C(=O)NCc2cccs2)c1 | 22 | 16 | -13 | -6 | 8 | 14 | -13 | 2 | -0.43
CCn1c(SCC(=O)Nc2nc(C)cs2)nnc1-c1cccnc1 | -43 | -2 | -9 | 20 | 6 | -9 | -20 | 2 | 0.29
O=C(Nc1ccc2c(c1)N(Cc1ccccc1)C(=O)c1ccccc1S2)NC1CC1 | -3 | 14 | -1 | 15 | -8 | 2 | -3 | -3 | 0.2
Cc1nn(C)c(C)c1S(=O)(=O)N(CC(=O)NCCCOC(C)C)c1ccc(C(C)C)cc1 | -5 | 5 | -13 | 0 | 13 | -22 | -33 | -6 | 0.56
CCCCN1C(=O)NC(NS(=O)(=O)c2ccc(N)cc2)(C(F)(F)F)C1=O (stereo unspecified) | -18 | 10 | -9 | 32 | 5 | -5 | 12 | -2 | 1.1
COCc1cc(C)n(CC(=O)NC(C)c2ccccc2)c(=O)c1C#N (stereo unspecified) | -2 | 1 | -55 | -4 | 7 | -13 | -37 | -3 | -1.1
OCCN(Cc1ccccc1)CC1CC2C=CC1C2 (stereo unspecified) | -22 | 16 | -7 | -20 | -17 | 17 | -18 | 1 | -0.69
CC(=O)Oc1c(S(=O)(=O)c2ccccc2)c(C)nn1C(C)(C)C | -8 | 2 | -10 | 10 | -29 | 4 | -3 | 6 | 1.8
Cc1ccc2[nH]c3c(N4CCN(Cc5ccc6c(c5)OCO6)CC4)ncnc3c2c1 | -24 | -15 | 6 | -1 | -5 | . | 8 | -7 | .
CC1(O)C(=O)c2ccccc2N(c2ccccc2)C1=O (stereo unspecified) | -11 | -22 | -5 | 2 | -2 | -10 | -2 | . | 0.52
CC1=CC(C)C2(CO)COC(c3ccccc3O)C1C2C (stereo unspecified) | 5 | 12 | -11 | 1 | -3 | -11 | 4 | 6 | -0.58
CCN(CC)CCOc1cc2c(nn1)Oc1ccccc1N2C | 6 | 28 | -1 | -1 | -4 | -16 | -1 | 2 | -0.032
O=C(CCc1ccccc1)Nc1ncc2c(n1)CCCC2=O | -7 | 11 | -9 | -4 | 13 | 12 | -14 | 4 | 1
CCOC(=O)Cc1csc(Nc2c(C)n(C)n(-c3ccccc3)c2=O)n1 | 9 | 2 | -9 | -6 | 21 | -14 | -19 | 0 | -1
Cc1cccc(NC(=O)Cn2c(=O)n(CCC(=O)NC3CCCC3)c(=O)c3ccccc32)c1 | 0 | -4 | -10 | -6 | 1 | 6 | -9 | 1 | -0.26
CC(C)CCn1c(S(=O)(=O)O)nc2ccccc21 | -9 | 5 | -8 | 9 | -13 | -1 | 18 | 7 | -0.35

Just cytoskel mod, for some of the entries so far:
SMILES	cytoskel mod
CC1(O)C(=O)c2ccccc2N(c2ccccc2)C1=O (stereo unspecified)	-11
CC1=CC(C)C2(CO)COC(c3ccccc3O)C1C2C (stereo unspecified)	5
CCN(CC)CCOc1cc2c(nn1)Oc1ccccc1N2C	6

Additional entries:
SMILES | cytoskel mod | IL1B cytotox | PLK1 inh | VCAM1 TNFa inh | Plk1 PBD FP | sEH inhibitor | TNFa cytotox | Ecoli WT expand | DAT uptake mod
Cn1c(CNc2nc(-c3ccccc3)cs2)nnc1SCC(=O)c1ccccc1 | 0 | -12 | -15 | -9 | 21 | -2 | -16 | 3 | 0.26
CCOC(=O)/C=C1\SCC(=O)N1CC(O)CN1C(=O)CS/C1=C\C(=O)OCC | -2 | -7 | -7 | -18 | -43 | 6 | -31 | -9 | -0.34
CCOC(=O)c1cccc(NC(=O)CCn2cccc2)c1 | -9 | 12 | -9 | -8 | 8 | -16 | -11 | 12 | -0.02
Cc1ccc(C(=O)N2CCOCC2)cc1S(=O)(=O)Nc1cccc(C)c1C | -16 | -5 | 1 | -16 | -10 | 2 | -16 | -1 | 0.61
O=C(Nc1ccc(F)c(F)c1)c1ccc2c(c1)OCO2 | 7 | -122 | -4 | -13 | -18 | 20 | -17 | 7 | -0.031
Fc1cccc(-n2ncc(-c3nnnn3-c3ccccc3)c2C(F)(F)F)c1 | -4 | -16 | -11 | -3 | 4 | 10 | . | . | -0.54
CCOC(=O)CC(=O)CSc1nc2ccccc2c(=O)n1-c1ccc(C(=O)NCCOC)cc1 | -8 | -7 | -5 | 12 | 1 | -2 | 3 | -10 | -0.26
COc1ccc(NC(=O)Nc2ccccc2F)cc1 | -19 | . | -1 | 17 | 6 | 55 | -10 | -1 | 0.71
COc1ccc(S(=O)(=O)NCc2ccc3c(c2)cc(C)n3C)cc1 | 4 | 15 | -12 | -4 | -39 | -11 | 6 | 4 | -0.74
CC(C)(C)n1nnnc1C(c1cccs1)N1CCN(c2ccccc2)CC1 (stereo unspecified) | 15 | -6 | -4 | 4 | -11 | 2 | -9 | -8 | -1.2
CN1CCC(N(C)CC(=O)Nc2cccc(Oc3ccccc3)c2)CC1 | 5 | 0 | -6 | 5 | -13 | 9 | 0 | -1 | -1.5
CCCNc1nc(-c2ccccc2)c(C(=O)OCC)cc1C#N | -4 | -26 | -7 | 9 | 5 | -6 | -16 | 9 | -0.026
CCN(CC)S(=O)(=O)c1ccc(N2CCOCC2)c(C(=O)O)c1 | -20 | 5 | -7 | -8 | -2 | -16 | 0 | 1 | 0.12
CC(=O)c1cccc(NC(=S)NC(=O)CC(C)C)c1 | 8 | 15 | -10 | -6 | -1 | -9 | -15 | -4 | 0.31
COCCN1C(=O)c2oc3c(C)cc(C)cc3c(=O)c2C1c1cccc(O)c1 (stereo unspecified) | 54* | 3 | -11 | 12 | -18 | 4 | -13 | 0 | -0.34
CCc1c(C)nc(N)n2c(SCC(=O)N3CCCc4ccccc43)nnc12 | 7 | -47 | -4 | 23 | 5 | 6 | -14 | -6 | 0.058
COc1cc(/C=N/NC(=O)COc2ccc(Cl)cc2)ccc1OS(=O)(=O)c1ccc(C)cc1 | -6 | 16 | -5 | -6 | -8 | -7 | -24 | -18 | -8.3*
CCCCNC(=O)c1ccccc1NC(=O)CCSc1ccccc1 | 6 | 8 | -16 | 7 | 8 | -8 | -1 | 3 | -0.06
O=C(CN1CCCN(S(=O)(=O)c2ccc(F)cc2)CC1)Nc1ccccc1Br | -10 | -3 | -13 | -1 | -1 | 5 | -7 | -26 | 3.2*
c1ccc(CSc2nnc(SCc3ccccn3)s2)nc1 | 15 | 14 | -14 | 17 | -15 | . | 26 | 4 | -0.092
COC(=O)c1[nH]c(=O)c2ccccc2c1OCc1ccccc1 | -15 | -1 | 2 | -4 | -2 | -12 | -2 | 5 | 0.18
COC(=O)C1=C(C(=O)OC)C2(OC1c1ccc(Br)cc1)C(=O)c1ccccc1C2=O (stereo unspecified) | -15 | -13 | -14 | -8 | 9 | -6 | 5 | . | 0.9
